Compound activity from PubChem BioAssay.
PAFAH2 FP inh – inhibitors of human PAFAH2. Q99487. recombinant PAFAH2, FP-rhodamine activity probe, fluorescence polarization. inhibition, % at 3.39 µM. hit rate 0.99% among 340,000. AID 492956;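 active = inhibition above the mean over all tested compounds plus 3 SD, cut at about 30% in these data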;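 note: inhibitors block probe labeling of enzyme so polarization drops; 0% = enzyme with DMSO and 100% = wells lacking PAFAH2 protein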
PP5 primary – inhibitors of human protein phosphatase 5 (PP5) | P53041 | purified PP5c, OMFP substrate fluorescence | inhibition, % at 6.7 µM | hit rate 0.18% among 320,000 | AID 1987;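 active = inhibition above the campaign's mean inhibition across all tested compounds plus 3 SD, cut at about 9.5% in these data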;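 note: 0% = DMSO only and 100% = 100 µM cantharidin control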
Fh CTSL1 inh – counter-screen for PFM18AAP inhibitors: inhibitors of F. hepatica cathepsin L1. recombinant F. hepatica cathepsin L1, Z-Leu-Arg-MCA fluorescence. inhibition, % at 5.96 µM. hit rate 0.49% among 300,000;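 active = inhibition above the mean of all tested compounds plus 3 SD, set per screening campaign, cut at about 17% in these data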;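 note: 0% = plate median of test compound wells and 100% = 1 µM Z-Phe-Ala-diazomethylketone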
PP1 inh – blocks human PP1-alpha phosphatase, a PP5 counter-screen. inhibition, % at 6.7 µM. hit rate 0.9% among 320,000. purified PP1alpha, OMFP fluorescence. P62136;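 active = inhibition above the mean inhibition of all tested compounds plus 3 SD, computed separately for each screening campaign, cut at about 15% in these data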
proCasp7 act – activates human procaspase-7, counter-screen for procaspase-3 activators | hit rate 0.093% among 330,000 | recombinant procaspase-7, Ac-DEVD-pNA absorbance 405 nm; D23A/D198A/D206A triple mutant, cannot self-cleave; scale: DMSO 0, 5 µM enzyme 100 | activation, % at 8.5 µM | AID 463210 | P55210;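 active = percent activation above the screen-wide mean plus 3 SD, cut at about 25% in these data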
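Material: Procaspase-7 triple mutant (PC-7 D3A) | Quantity: 2 µM procaspase-7 mutant as dispensed | Reagent: DEVD-pNA substrate | Times: 1 h preincubation, 2 h reaction | Technique: 405 nm absorbance of p-nitroaniline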
HCV core dimer – blocks dimerization of HCV core protein; inhibition, % at 5 µM; TR-FRET GST/Flag-core106 dimerization, 1536-well; hit rate 0.33% among 300,000; AID 1899;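 active = inhibition above the mean of all tested compounds plus 3 SD, set per screening campaign, cut at about 45% in these data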
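Assay system: Tagged HCV core106 pair (GST and Flag) | Buffer or medium: KF-containing HEPES buffer, pH 7.45, DTT, CHAPS, BSA | Also added: Eu donor and XL665 acceptor anti-tag antibodies | Dosing: One concentration, 5 µM, in 0.5% DMSO | Timing: 4 h at 22.5 °C | Technique: TR-FRET 671 and 617 nm emission | Repeats: Singlicate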
TPT1 inh – blocks Candida albicans tRNA 2'-phosphotransferase. recombinant caTPT1, FP RNA substrate dephosphorylation. hit rate 0.81% among 300,000. AID 1962. inhibition, % at 5 µM;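 active = inhibition above the mean of all tested compounds plus 3 SD, set per screening campaign, cut at about 24% in these data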;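 note: plate controls were DMSO alone for no effect and ferristatin control at 100 nM for full effect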
AHR activator – activates the human aryl hydrocarbon receptor | P35869 | activation, % at 5 µM | hit rate 2.5% among 320,000 | AHR-responsive luciferase reporter cells, luminescence; in the data active = activation above about 47%;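 note: 0% = vehicle wells and 100% = reference agonist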
Target sequence (P35869 whole entry, looked up): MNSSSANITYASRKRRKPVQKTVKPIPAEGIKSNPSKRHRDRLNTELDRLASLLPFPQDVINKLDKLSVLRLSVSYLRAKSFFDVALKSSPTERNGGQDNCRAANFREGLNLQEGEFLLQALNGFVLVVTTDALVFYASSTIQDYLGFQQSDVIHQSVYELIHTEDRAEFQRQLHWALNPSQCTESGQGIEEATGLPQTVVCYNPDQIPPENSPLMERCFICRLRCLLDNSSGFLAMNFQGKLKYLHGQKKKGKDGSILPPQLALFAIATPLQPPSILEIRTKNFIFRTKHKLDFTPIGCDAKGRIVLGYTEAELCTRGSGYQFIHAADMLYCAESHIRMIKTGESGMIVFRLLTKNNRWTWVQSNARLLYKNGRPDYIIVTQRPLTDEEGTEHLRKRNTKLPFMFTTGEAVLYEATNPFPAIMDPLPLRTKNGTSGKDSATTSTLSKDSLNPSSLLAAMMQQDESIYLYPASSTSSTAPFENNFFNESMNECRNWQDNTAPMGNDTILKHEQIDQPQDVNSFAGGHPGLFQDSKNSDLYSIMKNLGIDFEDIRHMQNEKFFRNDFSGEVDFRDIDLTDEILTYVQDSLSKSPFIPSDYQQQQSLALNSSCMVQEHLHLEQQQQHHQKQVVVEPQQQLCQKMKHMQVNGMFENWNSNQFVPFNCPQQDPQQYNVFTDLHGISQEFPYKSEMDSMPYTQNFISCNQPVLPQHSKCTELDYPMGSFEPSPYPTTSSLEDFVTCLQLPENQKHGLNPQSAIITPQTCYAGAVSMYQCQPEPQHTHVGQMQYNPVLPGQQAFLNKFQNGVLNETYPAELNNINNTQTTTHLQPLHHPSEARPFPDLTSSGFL
procasp3 activ – activators of human procaspase-3. P42574. recombinant procaspase-3 D3A, Ac-DEVD-pNA absorbance 405 nm. activation, % at 8.5 µM. hit rate 0.11% among 330,000. AID 463141;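 active = activation above the mean of all tested compounds plus 3 SD, cut at about 21% in these data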;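 note: 0% = DMSO alone and 100% = DMSO wells spiked with extra 5 µM PC-3 D3A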
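System: Procaspase-3 D3A mutant. Medium: Zinc-free 300 mM NaCl, 50 mM HEPES, 0.01% Triton X-100. Schedule: 1 h preincubation plus 2 h reaction at 25 °C. Measured by: 405 nm absorbance of p-nitroaniline, reads at 0 and 120 min. Read-out: percent activation relative to control range.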
* hit, by the source's call; / = not tested or not shown.

Below each compound: AHR activator, PP1 inh, proCasp7 act, procasp3 activ, Fh CTSL1 inh, PAFAH2 FP inh, PP5 primary, TPT1 inh, HCV core dimer
- CCOC(=O)c1cc2c(=O)n3ccccc3nc2n(CCCOC)c1=NC(=O)c1cccnc1
→ 1, -4, 1, -4, 1, /, 2.4, -1, -1
- Cc1cccc(C(=O)OCC(=O)NC(=O)NCc2ccccc2)c1
→ 0, 0, -4, 5, /, -1, 0.7, /, /
- O=C(Nc1ccc(N2CCCC2)cc1)c1cc(Cl)ccc1Cl
→ -1, 2, 3, 1, -5, 14, -1.1, 3, -10
- Cn1c(=S)[nH]c2ccccc21
→ 10, -5, -15, -6, -2, -7, -2.7, 0, 2
- CCOC(=O)N1CCN(C2CC(=O)N(c3ccccc3)C2=O)CC1 (stereo unspecified)
→ 0, -1, 1, -9, 0, 7, -0.4, -3, -1
- COc1ccc2cc(/C=N/NC(=O)CSCc3ccc([N+](=O)[O-])cc3)c(Cl)nc2c1
→ 0, -3, 6, -6, 1, -6, -0.1, 0, 13
- CCc1cc2c3c(c(=O)oc2cc1OCC(=O)OC)CCCC3
→ -1, 1, 1, 8, 2, -3, 3.4, 0, 17
- Cc1ccccc1NC(=O)c1ccc(NS(=O)(=O)c2cc(C(C)(C)C)cc(C)c2C)cc1
→ 3, 7, 3, -7, 4, -33, 4.6, -1, 21
- Oc1ccc(C=Nc2ccccc2-c2nc3ccccc3[nH]2)c(O)c1
→ 95*, 1, 9, -4, 4, 7, 5.0, -1, -9
- CNC(=O)C1=C(C)NC(=S)NC1c1cc2c(cc1OC)CCCC2 (stereo unspecified)
→ -3, -1, -3, 0, 0, 0, 1.4, -3, 2
- O=C(O)CSc1sc(=S)sc1SCC(=O)O
→ 1, 1, -24, -6, 1, -3, 0.9, -3, -6
- CC(NS(=O)(=O)/C=C/c1ccccc1)C(=O)O (stereo unspecified)
→ 0, -4, 10, 7, -4, 0, -1.4, 0, 1
- Cc1c(C(=O)N2CCCCC2)c(S(=O)(=O)NCc2ccc(Cl)cc2)c(C)n1C
→ 1, 0, -1, 11, -4, 8, 1.1, -3, 12
- COc1cccc(NC(=S)NC(C)c2ccc(OC)c(OC)c2)c1 (stereo unspecified)
→ 2, -2, 10, 5, -3, 4, 2.3, 0, 1
- CC(C)(C)c1ccc(CCC2OCC(CN3CCOCC3)O2)cc1 (stereo unspecified)
→ -1, -2, 4, 1, 8, -5, 1.0, -1, -5
- Cc1csc(SCC(=O)NC(=O)C2CCCCC2)n1
→ -1, 3, 4, 9, 0, 6, -0.9, -5, -3
- Cc1cccc(N2CCN(C(=O)COc3cc(=O)n(C)c4ccccc34)CC2)c1C
→ 26, -4, 11, 4, -1, 8, -0.5, -3, 5
- CC(C)C(c1nnnn1Cc1ccc(F)cc1)N1CCN(C(=O)c2ccco2)CC1 (stereo unspecified)
→ 4, 1, 6, -3, 2, -8, -1.0, -7, 0
- O=C(NNc1nc2cc3c(cc2s1)OCCO3)c1ccc(F)cc1
→ 42, -4, -26, -11, -3, 3, 0.2, 0, 1
- COc1cc(CCC(=O)OCC(=O)Nc2ccccc2F)cc(OC)c1OC
→ 2, 4, 1, -9, -26, -5, -0.2, 3, -4

(further entries)
Below each compound: AHR activator, PP1 inh, proCasp7 act, procasp3 activ, Fh CTSL1 inh, PAFAH2 FP inh, PP5 primary, TPT1 inh, HCV core dimer
- CC(=O)c1cn(CC(=O)Nc2ccccc2C(F)(F)F)c2ccccc12
→ 0, -3, -4, -1, -3, 1, -0.1, 1, 10
- CC1CCN(C(=O)C2CCCN(S(C)(=O)=O)C2)CC1 (stereo unspecified)
→ -2, -2, 9, 5, 0, 5, 1.7, -3, 2
- CCN(CC)CCOC(=O)C12CC3CC(CC(C3)C1)C2
→ -3, -4, -3, -5, -2, 8, 1.8, -2, -3
- COCCCNC(=S)NC1CCCCC1
→ 2, -2, 3, -10, -4, -1, -0.1, -1, -1
- CC(=O)c1ccc(NC(=O)c2cc3ccccc3o2)cc1
→ 8, -1, 6, 4, -1, 0, -0.5, 0, -1
- O=C(O)c1cc(S(=O)(=O)N(Cc2ccccc2)c2ccccc2)ccc1Cl
→ 1, -2, 10, 3, 0, -8, 2.6, -3, 8
- COc1ccc(CCNC(=O)Cn2c(=O)n(-c3cc(F)ccc3F)c(=O)c3sccc32)cc1OC
→ -1, 6, -5, 3, -4, 0, -1.6, -1, -4
- CCc1ccccc1NC(=O)c1cc(-c2ccc(OC)cc2)on1
→ 1, -1, 9, 7, -3, 6, 1.4, -3, 7
- Cc1cccn2cc(CSc3ccccc3N)nc12
→ 16, 0, 5, 2, -4, 2, 1.4, 0, -7
- CCOC(=O)C1CCN(C(=O)CN(c2ccc3c(c2)OCCO3)S(=O)(=O)c2ccccc2)CC1
→ 2, -4, -2, 6, 2, -2, -0.8, -1, 1
- O=c1cc(-c2ccccc2)c2ccc(O)cc2o1
→ 2, -4, 2, 2, 3, 1, 3.4, 2, -4
- CN=c1scc(C)n1/N=C/c1cc(Br)c(O)c(Br)c1
→ 118*, 1, 2, 0, 4, -1, -2.1, 0, -19
- COc1ccc2c(c1)CC(=O)NC=C2
→ 0, -1, 2, 5, 6, 5, 2.1, 0, -2
- Cc1cc(C)n(-c2nc(NCCN(C)C)c3c4c(sc3n2)COC(C)(C)C4)n1
→ 28, 2, -1, 11, -3, /, 2.5, -5, -4
- CC(C)CC(NC(=O)c1ccc(C#CC(C)(C)O)s1)C(=O)O (stereo unspecified)
→ -1, -4, 3, 5, 3, -5, 0.2, 1, -1
- CC1(C)C(C=C(Cl)Cl)C1C(=O)Nc1ccc([N+](=O)[O-])cc1 (stereo unspecified)
→ 3, 3, -2, -5, 2, /, 7.5, 7, -1
- CCOC(=O)[C@H]1[C@H]2COc3ccc(C)cc3[C@@H]2N2C(=O)CN(Cc3ccc(C)cc3)C(=O)[C@@]12C
→ 3, -1, 4, 11, /, 6, -0.3, /, /
- CCCS(=O)(=O)c1nc(S(=O)(=O)c2ccc(C)cc2)c(N2CCOCC2)s1
→ 2, 2, -8, 1, 4, -4, -3.9, 0, 5
- CCCOC(=O)c1cccc(Nc2nc(-c3cccnc3)nc3ccccc23)c1
→ 44, -1, 6, 7, 4, -26, 3.2, 4, 7
- CCC(C)(C)NC(=O)C(c1ccc(OC)cc1)N(Cc1ccco1)C(=O)CCC(=O)Nc1cc(C)on1 (stereo unspecified)
→ 1, 0, 10, 3, -2, 1, -1.2, -1, 3

New compounds follow.
Below each compound: AHR activator, PP1 inh, proCasp7 act, procasp3 activ, Fh CTSL1 inh, PAFAH2 FP inh, PP5 primary, TPT1 inh, HCV core dimer
- COc1cccc(-c2nn(C)c3sc(C(=O)Nc4ccc5c(c4)OCCO5)cc23)c1
→ 17, -3, 8, 4, 0, -4, 1.1, 0, 6
- Cc1ccc(NC(=S)NC2CCSc3ccccc32)cc1 (stereo unspecified)
→ 2, -3, -9, -4, -2, -6, 2.8, 3, -7
- CC(C)N(Cc1nc(-c2ccccc2)no1)C(=O)C1CCCCC1
→ -1, -2, 4, -5, -1, -9, 0.7, 3, 1
- CCN(CC)S(=O)(=O)c1ccc(C(=O)NCC2CCCCC2)cc1
→ 0, 1, -10, 6, -2, -2, 1.4, -4, -4
- O=C(CSc1nnc(CNC(=O)c2ccccc2F)o1)c1ccccc1
→ 7, -2, 2, 1, 7, -5, 4.8, -4, -10
- O=C(O)c1ccc(CSc2nnc(-c3ccncc3)n2CC2CCCO2)cc1 (stereo unspecified)
→ 0, -3, 4, 6, -3, -8, 1.2, -2, -5
- CC(=O)c1ccc(NC(=O)CN2C(=O)NC(C)(C3CCCCC3)C2=O)cc1 (stereo unspecified)
→ 1, -5, 8, 6, /, -5, 0.8, /, /
- COC(=O)c1ccccc1N=Nc1c(C)noc1C
→ -1, 0, -1, -3, -3, 3, 0.4, -3, -7
- CCC1CSC(=Nc2ccc(C)cc2)N1C(=O)CN1C(=O)NC2(CCCC2)C1=O (stereo unspecified)
→ 0, 1, -9, 1, 0, -4, 1.9, 0, 7
- CCCCCC(=O)NC(NC(=S)N1CCOCC1)C(Cl)(Cl)Cl (stereo unspecified)
→ 0, -6, 11, -4, -1, -3, 4.0, 1, 2
- c1ccc(-n2ncc3c(N4CCN(CCOc5cccc6ccccc56)CC4)ncnc32)cc1
→ 49*, -4, -6, -1, 4, -2, 0.2, 2, 0
- COc1ccc([N+](=O)[O-])cc1NC(=O)CCN1CCOCC1
→ 3, 7, 6, 0, -4, 6, -0.6, -5, -11
- CC(C)(C)N1NC2(CCCCC2)NC1=S
→ -1, 2, -5, -5, 1, 1, -1.8, -1, -6
- COc1ccc(Cl)cc1NC(=O)COC(=O)/C=C/c1c(C)nn(C2CCS(=O)(=O)C2)c1Cl (stereo unspecified)
→ 5, -4, 3, 4, -8, 1, 3.6, 5, 4
- CC(C)(C)OC(=O)N1CCCN(C(=O)Nc2ccc(OC(F)(F)F)cc2)CC1
→ 0, 0, -4, 3, 3, -6, -0.3, -3, -16
- O=C(Nc1nccs1)c1cc(-c2ccccn2)nc2c(Cl)cccc12
→ 76*, 3, 7, 4, 2, -4, 0.2, -1, -16
- COc1ccc(C(=O)C2CCCN(Cc3cccn3-c3nccs3)C2)cc1F (stereo unspecified)
→ 11, 3, 7, -4, 1, 13, -1.8, 0, -6
- CN(C)CCN(Cc1cc2cc3c(cc2[nH]c1=O)OCCO3)C(=S)NCC1CCCO1 (stereo unspecified)
→ 6, -6, -2, 5, 3, 6, 1.9, -2, -1

Of the compounds above, 3 have a nitro group on carbon:
Below each compound: AHR activator, PP1 inh, proCasp7 act, procasp3 activ, Fh CTSL1 inh, PAFAH2 FP inh, PP5 primary, TPT1 inh, HCV core dimer
- COc1ccc2cc(/C=N/NC(=O)CSCc3ccc([N+](=O)[O-])cc3)c(Cl)nc2c1
→ 0, -3, 6, -6, 1, -6, -0.1, 0, 13
- CC1(C)C(C=C(Cl)Cl)C1C(=O)Nc1ccc([N+](=O)[O-])cc1 (stereo unspecified)
→ 3, 3, -2, -5, 2, /, 7.5, 7, -1
- COc1ccc([N+](=O)[O-])cc1NC(=O)CCN1CCOCC1
→ 3, 7, 6, 0, -4, 6, -0.6, -5, -11
